# PERK inhibitor: block of dimerizer-induced PERK translation repression, primary screen, PERK inhibitor project, CHO PERK-DD cells, SEAP luminescence, HTS; inhibition, % at 5.6 µM; 220,000 tested, 0.17% active; Eukaryotic translation initiation factor 2-alpha kinase 3 (Homo sapiens), Q9NZJ5; CHO PERK-DD fusion, SEAP luminescence translation reporter;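 active = inhibition above the mean inhibition of all tested compounds plus 3 SD, set separately per screening campaign, cut at about 2.9% in these data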;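 note: PERK kinase domain activated by AP20187 dimerizer at 100 nM; 0% = DMSO with dimerizer and 100% = rapamycin at 8.4 µM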
# Thrombin inh: human alpha-thrombin inhibitors, primary screen, counter-screen for coagulation protease inhibitor project, biochemical, 1536-well, fluorogenic AMC substrate | 220,000 tested, 0.26% active | Boc-VPR-AMC fluorogenic substrate cleavage | inhibition, % at 5 µM | Prothrombin (Homo sapiens), P00734;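 active = inhibition at or above 40%; inactive = inhibition below 40%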;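 note: 0% = enzyme with no compound and 100% = wells without enzyme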
#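 System – human alpha-thrombin · Medium – pH 7.5 Tris (50 mM) with NaCl 150 mM, Tween 20 0.05% · Compound – single-point dosing at 5 µM, 0.2% DMSO · Incubation – enzyme reaction carried out at room temperature · Technique – fluorescence of released AMC, ex 355 nm, em 460 nm · Read-out basis – % inhibition of thrombin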
# Rad51 HR inh: human RAD51 strand exchange inhibitors, primary screen, biochemical, fluorescence | DNA repair protein RAD51 homolog 1 (Homo sapiens), Q06609 | hRad51 DNA strand exchange, fluorescence dequenching | inhibition, % at 10 µM | 200,000 tested, 0.085% active | AID 1385, 2008;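 active = inhibition above 40% at the single screening dose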;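 note: 0% = DMSO control wells and 100% = blanks with heterologous ssDNA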
#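 System: hRad51 filaments on single-stranded DNA; reagent: Fluorescein- and BHQ1-tagged 47-mer duplex; compound dosing: one concentration, 10 µM final; timing: filaments 15 min 37 °C, then compound 30 min; measured by: fluorescein emission 520 nm, excitation 485 nm; benchmarks: per-plate controls and blanks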
# FXIa inh 1536: human FXIa protease inhibitors, primary screen, biochemical, 1536-well; Coagulation factor XI (Homo sapiens), P03951; purified FXIa, Boc-Glu-Ala-Arg-AMC fluorogenic substrate; inhibition, % at 5 µM; 220,000 tested, 0.14% active;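 active = inhibition of at least 40%; inactive = inhibition below 40%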;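 note: fluorescence of freed AMC excited at 355 nm; 0% = enzyme without compound and 100% = no enzyme blank; many of its hits are not listed in these tables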
# hK5 inh: human KLK5 protease inhibitors, primary screen, biochemical, 1536-well. Kallikrein-5 (Homo sapiens), Q9Y337. recombinant hK5, fluorogenic AMC substrate cleavage. inhibition, % at 5 µM. 210,000 tested, 0.59% active;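 active = inhibition of 40% or more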;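 note: 0% = enzyme controls without compound and 100% = no-enzyme blanks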
# Target sequence (Q9Y337 67-293 limits assumed): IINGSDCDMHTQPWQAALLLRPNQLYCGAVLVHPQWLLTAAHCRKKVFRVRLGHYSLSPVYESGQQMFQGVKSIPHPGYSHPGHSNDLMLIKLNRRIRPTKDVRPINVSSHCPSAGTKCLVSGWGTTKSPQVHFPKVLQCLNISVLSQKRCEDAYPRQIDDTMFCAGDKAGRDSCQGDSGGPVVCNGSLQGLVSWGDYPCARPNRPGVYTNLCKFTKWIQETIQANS
# m-calpain inh: inhibitors of pig calpain II, primary screen, biochemical, fluorogenic peptide substrate, 1536-well; purified calpain II, 30 min; inhibition, % at 16 µM; 220,000 tested, 0.37% active; AID 1236, 2008;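 active = inhibition above about 50%, limit read from the data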
# KCC2 mod: KCC2 cotransporter modulators, thallium flux, primary screen, cell-based, HEK293 KCC2, FluoZin-2 fluorescence, MLSMR. Solute carrier family 12 member 5 (Homo sapiens), Q9H2X9. KCC2 cells, thallium flux FluoZin-2 fluorescence. B-score of Tl+ flux slope (higher = more flux/activation; lower = inhibition) at 10 µM. 190,000 tested, 2.2% active. AID 1456, 2008;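 active = thallium flux slope and its plate-corrected score both differing from the plate sample mean at a set confidence after two filtering rounds, in either direction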;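 note: slope of fluorescence scaled to starting intensity during 10 to 20 s after thallium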
# FXIIa inh: human FXIIa protease inhibitors, primary screen, biochemical, 1536-well; purified FXIIa, Boc-QGR-AMC fluorogenic substrate, 2 h; Coagulation factor XII (Homo sapiens), P00748; inhibition, % at 5 µM; 220,000 tested, 0.3% active; in the data active = inhibition above about 40%;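 note: 0% = enzyme with no compound and 100% = blank without enzyme; many of its hits are not listed in these tables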
# Target sequence (P00748 20-372 limits assumed): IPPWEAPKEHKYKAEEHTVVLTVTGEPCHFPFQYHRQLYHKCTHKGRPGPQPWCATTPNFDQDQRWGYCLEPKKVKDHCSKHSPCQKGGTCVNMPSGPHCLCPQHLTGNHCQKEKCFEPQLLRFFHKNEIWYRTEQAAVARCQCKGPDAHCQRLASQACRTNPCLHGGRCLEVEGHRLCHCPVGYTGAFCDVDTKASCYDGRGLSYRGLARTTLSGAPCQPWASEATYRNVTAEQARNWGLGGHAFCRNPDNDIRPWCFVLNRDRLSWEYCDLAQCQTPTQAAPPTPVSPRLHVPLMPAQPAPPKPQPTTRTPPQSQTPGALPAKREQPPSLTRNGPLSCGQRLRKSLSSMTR
# Target sequence (P00748 373-615 limits assumed): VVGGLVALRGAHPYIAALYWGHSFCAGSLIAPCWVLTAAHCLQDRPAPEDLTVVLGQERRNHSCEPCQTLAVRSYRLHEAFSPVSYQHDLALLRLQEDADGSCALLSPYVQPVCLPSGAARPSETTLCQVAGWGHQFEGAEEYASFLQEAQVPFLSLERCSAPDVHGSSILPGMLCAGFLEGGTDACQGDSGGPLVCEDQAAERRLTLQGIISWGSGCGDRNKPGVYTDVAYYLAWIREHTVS
# Furin inhibitor: human furin inhibitors, primary screen, biochemical, fluorescence intensity; P09958; purified furin, fluorogenic substrate cleavage; inhibition, % at 30 µM; 220,000 tested, 0.061% active; AID 463115, 2010; in the data active = inhibition above about 25%; note: inactives centre near -15
# Numbers without * were called inactive; / = no result given; [ ] = remark or other dose.
SMILES,PERK inhibitor,Thrombin inh,Rad51 HR inh,FXIa inh 1536,hK5 inh,m-calpain inh,KCC2 mod,FXIIa inh,Furin inhibitor
COc1ccc(CNC(=O)C/C(C)=N/NC(=O)Cc2ccc(OC)cc2)cc1,0.4,-9,3,7,-16,7,-0.074,4,-17
CCC(=O)Nc1nnc(SCCOC)s1,0.9,-6,2,-3,-10,-52,0.27,9,-24[20 µM]
COc1ccc(OCCSc2nnc(-c3ccoc3C)n2C)cc1,-0.2,-2,0,3,-8,13,/,4,-21
COc1ccccc1OCC(=O)Nc1ccc2c(c1)n(C)c(=O)n2C,1.1,-2,18,-8,-4,-18,-0.043,5,-18
CCOc1ncccc1C(=O)OCc1ccc([N+](=O)[O-])cc1,-0.1,-8,11,3,4,3,-1.2,9,-20
CC1CN(c2cc(-c3ccccc3)c3ccccc3n2)CC(C)O1 (stereo unspecified),-0.9,-3,14,-13,-21,-153,0.054,-15,-23[20 µM]
COc1ccc(/C=C/C(=O)N2CCNC(=O)C2)c(OC)c1,0.6,-8,7,-5,-4,13,0.19,3,-11
COc1ccc2oc(=Nc3cc(F)ccc3F)c(C(N)=O)cc2c1,1.2,8,-42,-1,4,-20,0.014,6,-21
Cc1ccc(-n2cccn2)c(CN2CCCC(C(=O)c3sccc3C)C2)c1 (stereo unspecified),0.5,-1,/,3,18,21,/,8,-27
O=C(COC(=O)/C=C/c1cccc(F)c1)NNC(=O)c1ccccc1,-0.1,-2,0,10,2,9,0.93,26,1
Cc1ccc(C(=O)OCC(=O)Nc2nc(-c3ccccc3)cs2)cc1NC(=O)c1ccco1,0.6,2,/,-2,/,0,-2.3,-1,-11
COc1ccc(CCN2C(=O)c3[nH]nc(-c4ccccc4O)c3C2c2cccc(Cl)c2)cc1 (stereo unspecified),-1.1,2,-5,5,-20,-17,-0.0056,20,0[20 µM]
NC(=O)CC(NC(=O)Cc1ccc(Cl)cc1)c1ccc(NCC2CC2)c([N+](=O)[O-])c1 (stereo unspecified),/,4,3,4,4,0,-0.68,11,-28
Cn1c2ccccc2c(=O)c2c(=O)n(Cc3ccccc3)c(-c3ccc(F)cc3)nc21,0.7,-2,-11,-5,3,13,-1.1,6,-18
O=C(CCCCCNC(=O)c1ccccc1)N/N=C/c1ccc(F)cc1,1.5,-12,-4,-7,-5,-23,-0.82,-1,-15

# Gathered by group: the entries above with a furan ring, fused or not (2)
SMILES,PERK inhibitor,Thrombin inh,Rad51 HR inh,FXIa inh 1536,hK5 inh,m-calpain inh,KCC2 mod,FXIIa inh,Furin inhibitor
COc1ccc(OCCSc2nnc(-c3ccoc3C)n2C)cc1,-0.2,-2,0,3,-8,13,/,4,-21
Cc1ccc(C(=O)OCC(=O)Nc2nc(-c3ccccc3)cs2)cc1NC(=O)c1ccco1,0.6,2,/,-2,/,0,-2.3,-1,-11

# Back to the main list, starting four compounds before the break.
SMILES,PERK inhibitor,Thrombin inh,Rad51 HR inh,FXIa inh 1536,hK5 inh,m-calpain inh,KCC2 mod,FXIIa inh,Furin inhibitor
COc1ccc(CCN2C(=O)c3[nH]nc(-c4ccccc4O)c3C2c2cccc(Cl)c2)cc1 (stereo unspecified),-1.1,2,-5,5,-20,-17,-0.0056,20,0[20 µM]
NC(=O)CC(NC(=O)Cc1ccc(Cl)cc1)c1ccc(NCC2CC2)c([N+](=O)[O-])c1 (stereo unspecified),/,4,3,4,4,0,-0.68,11,-28
Cn1c2ccccc2c(=O)c2c(=O)n(Cc3ccccc3)c(-c3ccc(F)cc3)nc21,0.7,-2,-11,-5,3,13,-1.1,6,-18
O=C(CCCCCNC(=O)c1ccccc1)N/N=C/c1ccc(F)cc1,1.5,-12,-4,-7,-5,-23,-0.82,-1,-15
CCn1cc(C(=O)NCCCOC(C)C)c2cc(OC)c(OC)cc2c1=O,0.2,-5,-6,-11,-2,13,-0.8,4,-19
COc1ccccc1Oc1cc(C#N)c(C#N)cc1-n1nnc2ccccc21,-1.4,-1,/,4,-7,-77,/,0,-12
COc1ccc2nc(SCC(=O)N(C)C3CCCCC3)c(C#N)cc2c1,0.2,3,2,5,8,-16,-0.83,25,-20
COCCCNCCOCCSc1ccc(Cl)cc1,-0.3,-6,0,5,-18,-2,-0.43,13,-7
CCN(CC)C(=O)C1CCN(Cc2ccc(Br)cc2)CC1,-1.0,-7,-2,0,-8,-33,-0.7,16,-19
CCn1c(CSc2nc3ccccc3s2)n[nH]c1=S,-0.3,0,5,-13,-3,14,0.25,-6,-6[20 µM]
CSc1ncccc1C(=O)OCC(=O)C(C)(C)C,0.7,-4,-2,2,-1,-6,-0.14,-1,-30
CCOC(=O)Cc1cc(=O)n2[nH]c(-c3ccc(Cl)cc3)cc2n1,0.3,4,2,4,-12,-66,0.53,13,-12[20 µM]
CCOC(=O)C1C(=O)CC(C)(O)C(C(=O)OCC)C1c1ccc(SC)cc1 (stereo unspecified),0.8,3,16,0,-4,-10,0.037,4,-16
C(=C\c1ccccc1)/CSc1nnc(-c2cccnc2)n1Cc1ccco1,-0.5,22,-1,2,60*,-28,1.2,11,-23
CCOC(=O)N1CCN(C(=O)CCCCn2c(=S)[nH]c3ccsc3c2=O)CC1,0.1,-3,-1,2,-3,35,-1.1,14,-2
COc1cc(C)c(NC(=O)C(=S)NCc2ccccc2)cc1C,1.1,-10,-1,3,1,21,0.026,6,-16
Cc1cc(C)nc(Sc2ccc([N+](=O)[O-])cc2[N+](=O)[O-])n1,-0.1,-9,-13,3,-3,-4,0.57,5,-3
O=C1c2ccccc2C(=O)N1CC1=NCCc2ccccc21,0.9,2,/,8,-6,1,1.1,15,-29
CCOC(=O)N1CCN(Cc2nc(-c3cccc(C)c3)no2)CC1,-0.2,2,3,4,-17,-16,/,13,-7[20 µM]

# hK5 inh: hit marks shown above
canonical_smiles,PERK inhibitor,Rad51 HR inh,FXIa inh 1536,hK5 inh,m-calpain inh,KCC2 mod,FXIIa inh,Furin inhibitor
C(=C\c1ccccc1)/CSc1nnc(-c2cccnc2)n1Cc1ccco1,-0.5,-1,2,60*,-28,1.2,11,-23

# Of the compounds above, these contain a thiophene ring, fused or not:
SMILES,PERK inhibitor,Thrombin inh,Rad51 HR inh,FXIa inh 1536,hK5 inh,m-calpain inh,KCC2 mod,FXIIa inh,Furin inhibitor
Cc1ccc(-n2cccn2)c(CN2CCCC(C(=O)c3sccc3C)C2)c1 (stereo unspecified),0.5,-1,/,3,18,21,/,8,-27
CCOC(=O)N1CCN(C(=O)CCCCn2c(=S)[nH]c3ccsc3c2=O)CC1,0.1,-3,-1,2,-3,35,-1.1,14,-2

# Continuation:
SMILES,PERK inhibitor,Thrombin inh,Rad51 HR inh,FXIa inh 1536,hK5 inh,m-calpain inh,KCC2 mod,FXIIa inh,Furin inhibitor
COC(=O)COc1ccc(S(=O)(=O)NCc2ccncc2)cc1,0.4,-8,/,-7,-23,3,-0.46,-1,-15[20 µM]
O=S(=O)(/N=C/c1ccccc1O)c1cccs1,1.6,2,2,-15,7,4,1.6,15,-26
CN(C)C(=C(C#N)C#N)N1CCN(c2ccc(Cl)c(Cl)c2)CC1,-0.2,5,-4,7,6,2,-2,23,-20[20 µM]
COc1ccc2c(CCNC(=O)CN3C(=O)c4ccccc4C3=O)c[nH]c2c1,-0.2,18,-4,12,10,30,-1.2,16,0
COCCCNC(=O)c1cc(C)nc2ccc(F)cc12,0.9,-8,-1,-2,-8,-43,-0.063,6,-37[20 µM]
Cc1ccccc1NC(=O)CSc1n[nH]c(-c2ccco2)n1,-0.2,-7,-7,-1,4,19,-0.86,13,-17
COc1ccc(CCNC(=O)CC(NS(=O)(=O)c2ccc(NC(C)=O)cc2)C(C)C)cc1OC (stereo unspecified),-0.1,-9,2,1,-16,2,2.4,9,-11
CCc1nnc(NC(=O)CCC(=O)NCC2CCCO2)s1 (stereo unspecified),0.0,-7,/,6,-2,10,0.074,6,-30
CNc1ccccc(-c2ccc3ccccc3n2)c1=O,0.4,-7,/,3,-10,-7,-0.031,9,-7
Cc1cccc(-c2cc3nc(C)cc(NCCCN(C)C)n3n2)c1,-1.6,-5,-2,-6,1,-66,-0.45,-4,-6[20 µM]
CC1CN(c2cc3nccnc3cc2F)CC(C)O1 (stereo unspecified),0.1,-6,6,-5,-2,-9,0.64,-4,-21[20 µM]
C=CCn1c(C)c(C(C)=O)c(N2CCOCC2)nc1=S,1.1,-3,4,-2,-39,-16,0.56,14,-20
O=C1Cc2ccccc2N1c1ccccc1,1.7,3,5,9,0,-13,0.36,16,-21
O=C1NCCN(Cc2ccc(-c3ccccc3)cc2)C1CC(=O)N1CCN(CCO)CC1 (stereo unspecified),-0.2,-6,-32,-5,1,-3,-0.41,5,-8
Cc1cccc(OCC(=O)N(C)CCc2ccccn2)c1,1.6,-1,10,2,-28,-5,0.75,9,-14[20 µM]
N#CC1=C(N)Oc2nc[nH]c(=O)c2C1c1cccs1 (stereo unspecified),0.6,-1,10,1,-5,1,/,3,-11
COc1ccc(S(=O)(=O)NCC(=O)N(CC(=O)NC(C)(C)C)Cc2cccs2)cc1,0.6,-4,4,-3,3,-26,-0.24,8,-25
Cc1ccc(C)c(N2CCN(C(=O)CNS(=O)(=O)c3cccs3)CC2)c1,-0.9,-10,3,-4,-14,-31,0.087,1,-17[20 µM]
NC(=O)c1ccc(-n2nnnc2Oc2ccccc2)cc1,0.9,0,5,-1,3,-9,0.28,5,-37[20 µM]
O=C(CSc1n[nH]c(-c2ccccc2)n1)Nc1ncc(Br)cc1Br,0.3,0,1,0,3,-5,-0.029,8,-23[20 µM]
Cc1ccc(S(=O)(=O)N2CCCN(c3nccc(C(F)(F)F)n3)CC2)cc1,1.6,-3,/,2,3,-8,0.022,10,-29
CCOP(=O)(OCC)c1nc(-c2ccc(Cl)cc2Cl)oc1N1CCOCC1,-0.4,13,-7,-3,-3,-22,-0.36,2,-17
O=C(CC1SCCNC1=O)Nc1cccc([N+](=O)[O-])c1 (stereo unspecified),-0.1,6,21,4,6,-12,-0.092,17,-20
COc1cc(OC)c2ccc(=O)oc2c1C(CC(=O)N1CCCC(C)C1)c1ccc2c(c1)OCO2 (stereo unspecified),/,1,-1,2,-1,-48,-0.79,9,-14
COC(=O)C1=C(C)N(Cc2ccc(OC)c(OC)c2)C(=O)C1,0.4,-4,8,-6,2,-2,0.2,5,-19
COC(=O)c1ccc(COc2ccc(C3C4=C(CCCC4=O)Nc4onc(C)c43)cc2)cc1 (stereo unspecified),-1.2,0,-5,-3,-1,-364,0.93,12,-14[20 µM]
Fc1ccccc1NC(=S)N1CCN(C/C=C/c2ccccc2)CC1,0.3,-5,8,7,-16,-3,-1.8,14,-5

# Screening results (PubChem)

# Not all compounds are listed; rates above refer to the full screens.
